Source: PubChem BioAssay
Platelet DG rel = inhibitors of platelet dense granule secretion, primary screen, cell-based, MLPCN, human platelets. human platelet-rich plasma, SFLLRN dense granule ATP release, luminescence. inhibition, %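 (compounds screened at 7.5 µM in platelet-rich plasma)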. 0.22% of 300,000 active;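 active = mean replicate score, as percent of positive control, at or above 50; inconclusive = mean below 50 but at least one replicate at or above 50; inactive = mean and every replicate below 50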
GSK3beta inhib = human GSK3beta kinase inhibitors, primary screen, biochemical, cell-free homogeneous, HTS. Glycogen synthase kinase-3 beta (Homo sapiens), P49841. GST-GSK3beta kinase, ADP-Glo luminescence, 60 min; active compounds read low. activity score (negative = inhibition), % at 10 µM. 0.038% of 300,000 active;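 active = more than half of replicate wells score below -50%, meaning over 50% inhibition versus plate controls; inconclusive = some replicates but at most half score below -50%; inactive = no replicate scores below -50%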;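 note: 0% = median DMSO wells and -100% = median GW8510 positive control wells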
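Test system – GST-tagged human GSK3beta kinase, cell-free · Incubation – 60 min enzyme reaction, room temperature · Signal – ADP-Glo luminescence · Also added – peptide substrate and ATP at 25 µM · Controls – DMSO neutral wells and GW8510 at 20 µM as positive · Buffer or medium – Tris/MgCl2 kinase buffer · Measure – Luminescence-derived activity versus plate DMSO and GW8510 wells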
HSP90 inh = HSP90 inhibitors, primary screen, cell lysate, luminescence. Heat shock protein HSP 90 (rabbit reticulocyte lysate; luciferase refolding). Rabbit reticulocyte lysate, luciferase refolding luminescence, 3 h. inhibition, % at 5.6 µM. 0.91% of 290,000 active;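 active = inhibition above the screen-wide mean plus 3 SD, computed separately per campaign, cut at about 16% in these data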;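 note: 0% = DMSO wells and 100% = 60 µM geldanamycin wells; inhibitors lower the luminescence because luciferase stays unfolded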
PolyA inh = polyadenylation inhibitors in yeast reporter cells, primary screen, luminescence, S. cerevisiae | S. cerevisiae SKY197-pL101 polyadenylation reporter, beta-gal luminescence; efflux-impaired pdr1/pdr3 knockout yeast; score 100 = 6 SD above DMSO | calls only at 12 µM | 0.02% of 300,000 active | AID 1875, 2009;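 active = lowest replicate activity score at least 50, where 100 means six control SD above control mean; inconclusive = lowest score under 50 but half or more replicates reach 50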;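 note: yeast exposed to compound for 9 h at 30 °C; higher score means more reporter readthrough which indicates perturbed polyadenylation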
HSF1 inh = HSF1 inhibitors in luciferase reporter cells, primary screen, cell-based, NIH3T3, luminescence | NIH3T3-HGL HSE-luciferase, MG132-induced, luminescence 8 h; active compounds read low | activity change, negative = inhibition, % at 7.5 µM (by protocol) | 0.77% of 300,000 active;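 active = more than half of replicate wells show activity change below -50%, luminescence cut by over half; inconclusive = some wells, but at most half, below -50%; inactive = no replicate well below -50%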;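 note: luciferase reports HSF-1 transcriptional activity via heat shock element; 0% = median of DMSO wells and -100% = zero luminescence signal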
AI-2 QS mod = Vibrio harveyi AI-2 quorum sensing modulators, primary screen, JMH597 strain, luminescence/OD600 ratio | Vibrio harveyi JMH597 AI-2 luminescence/OD600 ratio, 9 h; active compounds read low; strain lacks LuxN and CqsS sensors; 0 = neutral-control median | activity change, % at 7.5 µM | 0.4% of 300,000 active | AID 2094, 2009; in the data active = activity change below about -75%, passing the limit was not always enough; inconclusive = no clear call, values can overlap the other calls;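 note: luminescence divided by OD600 gain over 9 h not by final OD600 alone; inactives centre near 13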
HDAC3 inhib = HDAC3 deacetylase inhibitors, primary screen, biochemical, fluorescence, cell-free homogeneous | recombinant HDAC3, fluorogenic peptide/trypsin coupled | Histone deacetylase 3 (Homo sapiens), O15379 | AID 2718, 2010 | inhibition, % at 8.3 µM | 0.15% of 320,000 active; in the data active = inhibition above about 26%, passing the limit was not always enough; inconclusive = no clear call, values can overlap the other calls
Target sequence (O15379 whole entry, looked up): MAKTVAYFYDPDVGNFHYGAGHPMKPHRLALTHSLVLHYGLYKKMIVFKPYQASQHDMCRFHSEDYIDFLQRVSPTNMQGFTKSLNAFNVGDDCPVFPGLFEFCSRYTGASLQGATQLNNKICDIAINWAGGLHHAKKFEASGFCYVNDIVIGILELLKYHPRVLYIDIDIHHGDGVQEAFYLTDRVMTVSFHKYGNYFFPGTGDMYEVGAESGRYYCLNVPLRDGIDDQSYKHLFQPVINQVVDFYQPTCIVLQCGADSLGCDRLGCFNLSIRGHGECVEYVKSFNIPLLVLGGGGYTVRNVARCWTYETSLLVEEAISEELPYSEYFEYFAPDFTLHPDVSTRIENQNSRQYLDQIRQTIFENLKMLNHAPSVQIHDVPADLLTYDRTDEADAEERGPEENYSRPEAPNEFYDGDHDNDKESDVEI
HSF-1 act = HSF-1 activators, primary screen, NIH3T3-HGL cells, MG132 stress, luminescence, single point. NIH3T3-HGL HSF-1 luciferase reporter, 8 h; 100% = twice DMSO control signal. activation, % at 9 µM. 1.7% of 300,000 active;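 active = mean replicate activation of at least 50% with a set share of replicates each reaching 50%; inconclusive = only one of those two conditions met; inactive = mean below 50% and too few replicates reaching it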;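 note: 0% = median of the neutral control wells and 100% = twice that signal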
GSK3 alpha inh = blockers of GSK3A enzyme activity – biochemical, luminescence, cell-free homogeneous, HTS, primary screen | inhibition, % at 10 µM | AID 2650, 2010 | Glycogen synthase kinase-3 alpha (Homo sapiens), P49840 | 0.1% of 320,000 active | GSK-3 alpha kinase, ADP-Glo luminescence, 60 min;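 in the data active = inhibition above about 50%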;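 note: GST-tagged GSK-3 alpha with peptide substrate and 25 µM ATP; 0% = DMSO neutral wells and 100% = GW8510 positive control wells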
Target sequence (P49840 whole entry, looked up): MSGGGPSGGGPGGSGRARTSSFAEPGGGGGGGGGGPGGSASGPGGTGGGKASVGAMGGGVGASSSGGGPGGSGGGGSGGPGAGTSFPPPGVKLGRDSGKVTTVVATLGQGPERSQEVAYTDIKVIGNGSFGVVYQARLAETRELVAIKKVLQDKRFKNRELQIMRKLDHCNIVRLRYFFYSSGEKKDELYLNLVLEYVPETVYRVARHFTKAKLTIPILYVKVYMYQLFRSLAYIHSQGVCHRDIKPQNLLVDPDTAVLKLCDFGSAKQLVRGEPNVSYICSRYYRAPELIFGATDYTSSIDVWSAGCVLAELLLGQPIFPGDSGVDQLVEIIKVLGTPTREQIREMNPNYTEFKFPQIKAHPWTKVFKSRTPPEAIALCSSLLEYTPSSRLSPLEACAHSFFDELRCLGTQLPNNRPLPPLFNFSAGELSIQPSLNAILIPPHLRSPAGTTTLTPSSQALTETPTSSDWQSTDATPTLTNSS
DYRK1A inh = rat Dyrk1A kinase inhibitors, primary screen, biochemical, single point, plate reader; inhibition, % at 12.5 µM; 0.43% of 310,000 active; Dual specificity tyrosine-phosphorylation-regulated kinase 1A (Rattus norvegicus), Q63470; ADP-Glo luminescence, NFATc1 peptide; AID 504441, 2011; in the data active = inhibition above about 50%;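 note: plate controls were vehicle with enzyme for no effect and no enzyme for full effect; many of its hits are not listed in these tables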
Active calls of the source: *; i = inactive; ? = inconclusive; nt = not tested or not shown. An excerpt (hit frequency here may not be typical).

SMILES | Platelet DG rel | GSK3beta inhib | HSP90 inh | PolyA inh | HSF1 inh | AI-2 QS mod | HDAC3 inhib | HSF-1 act | GSK3 alpha inh | DYRK1A inh
CCCCCC(=O)Nc1ccc(C2C(=O)c3ccccc3C2=O)cc1 | -6 | 0 | -3 | i | 5 | 11 | 4 | 6 | -1 | -4
CC(Oc1ccc2c(c1)oc(=O)c1ccccc12)C(=O)NCCN1CCOCC1 (centres undefined) | 4 | 3 | 2 | i | 4 | 37 | -40 | 16 | 0 | 4
O=C(c1ccc(CN2CCOCC2)cc1)N1CCN(c2ccccc2)CC1 | 0 | -1 | -1 | i | 2 | 8 | -1 | 15 | -4 | -3
COc1cc2nc(CSc3ncn[nH]3)[nH]c(=O)c2cc1OC | 5 | -3 | -2 | i | 11 | 23 | 1 | 4 | 1 | 2
O=C(CSCC(=O)NCc1ccco1)NCc1ccco1 | 11 | 4 | 0 | i | -2 | 2 | 0 | -6 | 0 | -2
CCOC(=O)c1cc(-c2csc(COc3ccccc3)n2)on1 | -3 | 4 | 4 | i | 4 | -1 | 11 | 16 | 0 | nt
CCOC(=O)c1cccc(NC(=O)C2(S(=O)(=O)c3ccc(C)cc3)CC2)c1 | 5 | -4 | -1 | i | 0 | 5 | -1 | 23 | 4 | 0
COc1cccc(NC(=O)C2CCN(C(=O)NC3CCCCC3)CC2)c1 | 1 | 2 | -3 | i | -3 | 6 | -3 | -3 | -2 | -1
O=C(Cc1ccc(F)cc1)NCCS(=O)(=O)N1CCN(c2cccc(Cl)c2)CC1 | 1 | 1 | nt | i | 2 | 40 | -7 | 0 | -2 | 1
CC(C)(C)c1cc(C(=O)NNc2ccc(OC(F)(F)F)cc2)n(Cc2ccccc2)n1 | 2 | 3 | 0 | i | -4 | 16 | nt | 13 | 1 | nt
COC(=O)c1ccccc1NC(=S)NC(=O)COc1ccccc1 | -6 | -1 | 1 | i | -11 | 5 | -7 | -7 | 2 | 6
COc1ccc(OC)c(NC(=O)Cn2cc(C#N)c3cc(Br)ccc32)c1 | 3 | 2 | 3 | i | 13 | 43 | -12 | 25 | -5 | 0
O=C(NCCO)c1nc(NCCO)c2ccccc2n1 | 12 | -25 | 1 | i | -1 | 6 | -1 | -18 | -1 | 5
CCCCCCCNC(=O)C1(CC2CC(c3ccc(Cl)cc3)=NO2)CCN(C(=O)CCCCCBr)CC1 (centres undefined) | 1 | -5 | 0 | i | -7 | 8 | 7 | 2 | 0 | 7
O=C(NC1CCN(Cc2ccccc2)CC1)c1ccc(S(=O)(=O)NCc2ccco2)cc1 | 6 | -1 | 0 | i | -4 | 28 | -6 | -3 | -2 | -10
O=C1NC(=O)c2cc(Br)cc3cccc1c23 | 2 | -4 | -5 | i | 8 | 11 | 12 | 24 | -2 | 1
CC(C)Cc1ccc(CN2CCCC(NC(=O)c3nn(C)c(=O)c4ccccc34)C2)cc1 (centres undefined) | -2 | 3 | 9 | i | -3 | 14 | nt | -1 | nt | 4
CC1CCN(C(c2ccccc2)c2nnnn2C(C)(C)C)CC1 (centres undefined) | 7 | 2 | 1 | i | 4 | 4 | -5 | -12 | -4 | -4
NC(=O)CSc1nnc(NC(=O)c2ccc(S(=O)(=O)N3CCOCC3)cc2)s1 | -5 | 2 | -1 | i | -6 | 22 | 4 | -11 | 1 | 2
COc1ccc(-c2cc(=O)oc3c(C)c(O)c(CN(C)C)cc23)cc1 | 6 | -3 | 0 | nt | nt | 16 | -8 | nt | 8 | 19
Cc1occc1C(=O)NNC(=O)C1CC1 | -1 | -1 | 0 | i | -9 | 14 | 1 | -2 | 2 | -2
COc1cc(-c2c(NC(=O)c3ccco3)oc3ccccc3c2=O)cc(OC)c1OC | 0 | -1 | -1 | i | 14 | 3 | 6 | 22 | 0 | 1
Cc1cccc2cc(CN(CC3CCCO3)S(=O)(=O)c3ccccc3)c(=O)[nH]c12 (centres undefined) | 4 | 0 | -4 | i | 2 | 14 | 4 | -6 | 3 | 1
COc1ccc(OC(=O)c2cn(C)nc2C(F)(F)F)cc1 | -1 | 7 | 4 | i | 2 | 5 | 2 | 6 | 0 | -8
CCOc1ccc(Oc2ccc(S(=O)(=O)N3CCOCC3)cc2NC(=O)CCNC(C)=O)cc1 | 18 | 2 | nt | i | -5 | 14 | 4 | -10 | 1 | -11
CCn1cc(CCC(=O)NCc2cccc(OC)c2OC)c2ccccc21 | -4 | -1 | 0 | i | 2 | 24 | 7 | 2 | -1 | -2
CC(C)(C)c1ccc(C(=O)CSc2nc3ccccc3c(=O)[nH]2)cc1 | 1 | 0 | 1 | i | 3 | 19 | 3 | 28 | 0 | 4
Cc1ccc(S(=O)(=O)N(C)C)cc1NC(=O)CN1CCCC1 | 7 | 2 | 4 | i | 5 | 8 | 1 | 0 | -1 | 2
Cn1cc(-c2ccc(Cl)cc2)cc(C#N)c1=O | -5 | -2 | 6 | i | -16 | -1 | -28 | -16 | 2 | 2
COc1ccc(C2c3c(oc4ccc(Cl)cc4c3=O)C(=O)N2Cc2ccco2)cc1OC (centres undefined) | ? | -3 | -1 | i | -3 | 17 | nt | 3 | nt | nt
Cc1ccc(NC(=O)CN2C(=O)c3ccccc3S2(=O)=O)cc1C | 1 | 0 | 4 | i | -12 | ? | 1 | -4 | -1 | 0
COc1ccc(CN2CCNC(=O)C2CC(=O)NC2CCCCCC2)cc1C (centres undefined) | -1 | 3 | 2 | i | 2 | 12 | 4 | 12 | -1 | 2
COc1cc(Br)cc(CN2CCN(C/C=C/c3ccccc3)CC2)c1O | 0 | -2 | 3 | i | 3 | -19 | -5 | 7 | 0 | -3
Cc1ccc(C)c(OCCC(=O)OCC(=O)Nc2ccc(N3CCOCC3)cc2)c1 | -5 | -8 | nt | i | 1 | 5 | -7 | 18 | 3 | 14
COc1cc(C(=O)Nc2nc3ccc(S(C)(=O)=O)cc3s2)cc(OC)c1C | 31 | 6 | -4 | i | -5 | 18 | -3 | -11 | -1 | -3
Cc1cc2c(OCC(O)CNC(C)(C)C)cccc2[nH]1 (centres undefined) | -5 | 1 | -1 | i | -3 | 22 | -5 | -7 | 3 | -4
CCCCNS(=O)(=O)c1cc(-c2nn(C)c(=O)c3ccccc23)ccc1C | -5 | -3 | 4 | i | 2 | 21 | -12 | 2 | -1 | -2
O=C(Nc1cccc(S(=O)(=O)NC2=NCCC2)c1)C1CC(=O)N(c2ccc3c(c2)OCCO3)C1 (centres undefined) | -1 | 2 | 2 | i | -7 | 15 | -2 | -7 | -2 | nt
CCOc1ccc(N2CC(C(=O)NCc3cccc(C)c3)CC2=O)cc1 (centres undefined) | -15 | 5 | -4 | i | -3 | -3 | 3 | -1 | -2 | -2
CCN(CC)c1ccc(S(=O)(=O)N2CCOCC2)cc1NC(=O)COC(=O)COc1ccccc1C | -1 | 2 | -1 | i | 4 | 24 | 2 | 7 | -2 | -3
Cc1ccc(C(=O)CNc2ccc(C)cc2C)cc1 | 1 | -4 | 7 | nt | -2 | 22 | -3 | -7 | -3 | 12
O=C(CSc1nnc(CNC(=O)c2cccs2)o1)Nc1ccc(Br)cc1 | -3 | nt | -4 | i | 6 | 44 | -2 | 2 | -1 | 5
CSc1ccc(/C=C(\NC(=O)c2ccco2)C(=O)N2CCCCC2)cc1 | 0 | 3 | -6 | i | -1 | 18 | 1 | 20 | 0 | 3
CCCCCN1C(C)=CC(=C(C#N)C#N)C=C1C | -31 | 5 | -2 | i | 7 | -8 | 7 | -10 | -4 | nt
c1ccc(-c2nn3c(-c4ccccc4)nnc3s2)cc1 | 5 | -4 | 5 | i | 12 | 14 | 2 | 40 | -1 | -1
Cc1csc(/C(=N/OC(=O)c2ccco2)C(N)=O)n1 | -3 | 1 | 7 | i | nt | 13 | 28* | nt | -2 | -1
C=CCn1cc(C(=O)OC)c(=O)c2cc(S(=O)(=O)N(CC)CC)ccc21 | -8 | 2 | 5 | i | 9 | 0 | -1 | 32 | 0 | 3
COc1cccc2cc(/C(C)=N/NC(=O)c3ccco3)oc12 | 4 | 1 | 3 | i | 7 | 6 | -1 | 18 | -2 | 0
CCOC(=O)c1cnc(-c2cccc(OC)c2)[nH]c1=O | 3 | 2 | 4 | i | -7 | 31 | -1 | 26 | -3 | 2
CSc1ccccc1NC(=O)CN(c1cc(C)cc(C)c1)S(C)(=O)=O | 4 | -3 | 0 | i | 5 | 8 | 7 | 43 | -3 | 7
Cc1ccc(S(=O)(=O)Nc2c(NC3CCCCC3)c3ccccc3oc2=O)cc1 | -3 | 1 | 6 | i | -1 | 2 | -8 | 3 | -2 | -4
COc1cc(/C=N/O)ccc1OCc1ccc([N+](=O)[O-])cc1 | -11 | 0 | 3 | i | 66 | 6 | -1 | 118* | -1 | -6
CCCCc1c(C)nc2ccc(OC)cc2c1SCCC(=O)O | -1 | 2 | nt | i | 0 | 2 | 7 | 11 | 7 | 10
COC(=O)C1=C(C)N(Cc2cccnc2)C(=O)/C1=C\c1sccc1C | 13 | -1 | -1 | i | 3 | -2 | 11 | 11 | 0 | 2
Cc1ccc(Nc2ncnc3ccccc23)cc1 | 2 | -7 | 0 | i | 3 | 19 | -4 | 30 | 0 | 13
CC(C)n1nnnc1SCC(=O)Nc1ccc2c(c1)OCCO2 | 14 | 0 | -1 | i | 16 | 13 | 1 | 16 | -2 | nt
COc1ccccc1CC(=O)NCCc1ccc(S(N)(=O)=O)cc1 | 8 | 1 | -1 | i | -5 | 11 | -2 | -7 | -1 | -4
CCCc1cc(=O)[nH]c(SCC(=O)c2c(N)n(CC(C)C)c(=O)n(C)c2=O)n1 | 0 | 3 | nt | i | 2 | 27 | 1 | -8 | -2 | 0
